# CR mimetic SO = reduction of superoxide in aged yeast, primary screen, HTS; superoxide response (% of plate mean), % at 10 µM; S. cerevisiae aged cells, superoxide DHE fluorescence; hits give low values; 0.18% of 330,000 active;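 active means superoxide response under a set limit, about three screen SD below normal, cut at about 65% in these data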;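 further: yeast aged for seven days with compound at 30 °C before DHE staining; 100% = average MFI of all compound-treated wells on the plate with controls excluded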
# PP5 inh = PP5 phosphatase inhibitors, primary screen, biochemical, fluorescence; 0.18% of 320,000 active; inhibition, % at 6.7 µM; purified PP5c, OMFP substrate fluorescence;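 active means inhibition above the campaign's mean inhibition across all tested compounds plus 3 SD, cut at about 9.5% in these data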;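 further: 0% = DMSO only and 100% = 100 µM cantharidin control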
# Target sequence (P53041 whole entry, looked up): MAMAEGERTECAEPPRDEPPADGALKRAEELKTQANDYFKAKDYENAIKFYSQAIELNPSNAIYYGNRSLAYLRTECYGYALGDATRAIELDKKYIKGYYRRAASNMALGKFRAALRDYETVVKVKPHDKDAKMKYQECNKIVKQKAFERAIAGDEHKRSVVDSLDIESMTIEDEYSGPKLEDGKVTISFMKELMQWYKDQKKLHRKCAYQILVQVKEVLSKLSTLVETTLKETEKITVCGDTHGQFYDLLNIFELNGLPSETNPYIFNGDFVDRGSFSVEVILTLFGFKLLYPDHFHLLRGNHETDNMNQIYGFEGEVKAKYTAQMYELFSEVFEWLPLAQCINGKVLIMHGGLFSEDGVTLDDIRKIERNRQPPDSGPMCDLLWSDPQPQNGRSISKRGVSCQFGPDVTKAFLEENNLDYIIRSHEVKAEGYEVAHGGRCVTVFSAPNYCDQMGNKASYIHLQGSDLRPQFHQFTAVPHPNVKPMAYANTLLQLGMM
# HCV core dimer = inhibitors of HCV core protein dimerization, primary screen, biochemical, TR-FRET, high-throughput | TR-FRET GST/Flag-core106 dimerization, 1536-well | inhibition, % at 5 µM | 0.33% of 300,000 active | AID 1899, 2009;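 active means inhibition above the mean of all tested compounds plus 3 SD, set per screening campaign, cut at about 45% in these data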
#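 Assay system: GST-tagged and Flag-tagged HCV core protein residues 1-106 / Times: compound-protein-antibody incubation 4 h at 22.5 °C / Signal: time-resolved FRET, ex 340 nm, em 617 and 671 nm / Evaluation: % inhibition based on acceptor/donor emission ratio / Benchmarks: wells lacking GST-core106 and wells with excess unlabelled core106 / Repeats: singlicate, one well per compound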
# ZTA counter = counter-screen for EBNA-1 inhibitors: inhibitors of Epstein-Barr virus ZTA; P03206; ZTA-DNA binding, fluorescence polarization; inhibition, % at 11 µM; 0.15% of 320,000 active; AID 2234; in the data active means inhibition above about 33%
# Fh CTSL1 inh = Fasciola hepatica cathepsin L1 inhibitors, primary screen, counter-screen for PFM18AAP inhibitor project, biochemical, QFRET, fluorogenic peptide substrate; recombinant F. hepatica cathepsin L1, Z-Leu-Arg-MCA fluorescence; inhibition, % at 5.96 µM; 0.49% of 300,000 active; AID 1906, 2009;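 active means inhibition above the mean of all tested compounds plus 3 SD, set per screening campaign, cut at about 17% in these data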;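 further: 0% = plate median of test compound wells and 100% = 1 µM Z-Phe-Ala-diazomethylketone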
# JMJD2C inh = inhibitors of GASC-1 histone demethylase, primary screen, biochemical, fluorescence, DELFIA europium | Lysine-specific demethylase 4C (Homo sapiens), Q9H3R0 | GST-JMJD2C(1-420) H3K9me3 demethylation | inhibition, % at 2.35 µM | 0.069% of 330,000 active;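 active means more than half of a compound's replicate wells show inhibition beyond 50%, single wells judged on their own value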;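 further: signal counts dimethyl H3K9 product captured on neutravidin plate; 0% = median of DMSO wells and 100% = 0.3 times that DMSO median; strong numbers were not always called active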
# EBNA-1 inh = EBNA-1 DNA-binding inhibitors, primary screen, biochemical, fluorescence polarization | inhibition, % at 14.8 µM | 0.34% of 300,000 active | AID 1950, 2009; in the data active means inhibition above about 28%
# TPT1 inh = Candida albicans TPT1 enzyme inhibitors, primary screen, biochemical, fluorescence polarization | inhibition, % at 5 µM | 0.81% of 300,000 active | recombinant caTPT1, FP RNA substrate dephosphorylation;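 active means inhibition above the mean of all tested compounds plus 3 SD, set per screening campaign, cut at about 24% in these data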;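 further: plate controls were DMSO alone for no effect and ferristatin control at 100 nM for full effect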
# PP1 inh = PP1-alpha phosphatase inhibitors, primary screen, counter-screen for PP5 inhibitor project, biochemical, fluorescence, OMFP substrate, single point; Serine/threonine-protein phosphatase PP1-alpha catalytic subunit (Homo sapiens), P62136; purified PP1alpha; inhibition, % at 6.7 µM; 0.9% of 320,000 active; AID 2235, 2010;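 active means inhibition above the mean inhibition of all tested compounds plus 3 SD, computed separately for each screening campaign, cut at about 15% in these data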
# The depositor's hits bear a star; · = not tested or not shown. The order is random, and some 3.1% of all compounds hit somewhere here.
structure	CR mimetic SO	PP5 inh	HCV core dimer	ZTA counter	Fh CTSL1 inh	JMJD2C inh	EBNA-1 inh	TPT1 inh	PP1 inh
CCC(=O)N1CCCc2cc(S(=O)(=O)N3CCCc4ccccc43)ccc21	107	4.7	21	-14	-1	16	-5	-4	2
Cc1ccc(NC(=O)CCc2nc3sc4c(c3c(=O)[nH]2)CCCC4)nc1	106	-2.3	19	3	1	73	-1	17	0
O=C1/C(=C/c2cccs2)SC(=S)N1c1cccc(O)c1	101	1.0	-8	-2	2	-1	7	1	3
Cc1cc(OCC(O)CN2C(C)CCCC2C)ccc1C(C)C (stereo not drawn)	95	0.3	-4	-10	1	-4	5	-9	-1
Cc1cc(C)c(C#N)c(SCC(=O)Nc2ccccc2C(N)=O)n1	103	0.0	-2	4	0	6	5	-8	-2
COC(=O)c1sc(N2C(=O)C(=O)/C(=C(/O)c3ccccc3)C2c2ccco2)nc1C (stereo not drawn)	111	-0.1	-8	-15	2	7	5	3	7
CCOC(=O)N1CCN(C(=O)C(=O)Nc2sc3c(c2C(N)=O)CC(C)(C)OC3)CC1	101	0.2	7	2	1	15	3	-3	-2
Cc1ccc(S(=O)(=O)N2CCC(C(=O)OC(C)C(=O)N3CCOCC3)CC2)cc1 (stereo not drawn)	94	-0.6	0	1	5	-15	1	-2	-3
Cc1ccc2nc(SCC(=O)Nc3ccc(F)cc3F)[nH]c2c1	88	7.6	-10	-26	-1	4	5	5	0
CC1CCc2sc(C(=O)N3CCC(C(N)=O)CC3)cc2C1 (stereo not drawn)	114	3.2	·	-8	·	0	·	·	0
CSc1nc(-c2ccccc2)nc(NC(C)=O)c1C(C)=O	94	2.5	-1	-7	0	5	-4	-1	-2
Cc1ccc(NS(=O)(=O)c2ccc(CCC(=O)NCCCOC(C)C)cc2)cc1	94	1.0	-2	-10	-5	4	-5	2	0

# Full records from above. Screens in order: CR mimetic SO	PP5 inh	HCV core dimer	ZTA counter	Fh CTSL1 inh	JMJD2C inh	EBNA-1 inh	TPT1 inh	PP1 inh
# Cc1ccc2nc(SCC(=O)Nc3ccc(F)cc3F)[nH]c2c1 is listed with 88	7.6	-10	-26	-1	4	5	5	0
# CCC(=O)N1CCCc2cc(S(=O)(=O)N3CCCc4ccccc43)ccc21 is listed with 107	4.7	21	-14	-1	16	-5	-4	2
# O=C1/C(=C/c2cccs2)SC(=S)N1c1cccc(O)c1 is listed with 101	1.0	-8	-2	2	-1	7	1	3
# CC1CCc2sc(C(=O)N3CCC(C(N)=O)CC3)cc2C1 (stereo not drawn) is listed with 114	3.2	·	-8	·	0	·	·	0

# The listing picks up with the two entries that preceded the break.
Compound | CR mimetic SO | PP5 inh | HCV core dimer | ZTA counter | Fh CTSL1 inh | JMJD2C inh | EBNA-1 inh | TPT1 inh | PP1 inh
CSc1nc(-c2ccccc2)nc(NC(C)=O)c1C(C)=O | 94 | 2.5 | -1 | -7 | 0 | 5 | -4 | -1 | -2
Cc1ccc(NS(=O)(=O)c2ccc(CCC(=O)NCCCOC(C)C)cc2)cc1 | 94 | 1.0 | -2 | -10 | -5 | 4 | -5 | 2 | 0
Cc1cc(C)n(-c2ncnc3c2oc2ccccc23)n1 | 106 | 1.5 | 4 | -3 | 1 | 7 | -4 | 1 | 4
O=C(OCC#CCSc1nc2ccccc2o1)c1cc2ccccc2o1 | 97 | 1.2 | 0 | 16 | -1 | -35 | 6 | -2 | -2
COC(=O)CNC(=O)COC(=O)c1cc(F)c(F)cc1Cl | 99 | 2.9 | -8 | -8 | -3 | -1 | 5 | -1 | 1
CCN(CCNC(=O)C1CCCN(S(=O)(=O)c2cnc[nH]2)C1)c1ccccc1 (stereo not drawn) | 113 | -0.1 | 1 | 4 | 3 | -18 | -8 | -3 | 0
CCOC(=O)N1CCN(C(=O)c2ccc3c(c2)NC(=O)/C(=C/c2ccccc2)S3)CC1 | 121 | 1.6 | 3 | -8 | 5 | 5 | -4 | -1 | -1
COc1ccc(NS(=O)(=O)c2cc3c(cc2C)N(C(C)=O)CCO3)cc1OC | 80 | 3.1 | 24 | -6 | 1 | -4 | 15 | -4 | -1
CCn1c(-c2csc3c2CCC(C)C3)n[nH]c1=S (stereo not drawn) | 97 | 1.6 | -5 | -6 | 4 | -8 | -8 | 0 | -1
CC1Cc2ccccc2N1C(=O)Cn1cnc2ccccc21 (stereo not drawn) | 107 | 0.0 | -3 | -8 | 0 | -6 | -12 | 4 | 4
COc1ccc2nc(SCC(=O)Nc3c(C)cc(C)cc3C)[nH]c2c1 | 103 | 4.7 | -1 | 13 | -3 | 0 | -2 | -2 | 1
O=C(NCCC1=CCCCC1)C1CCC(CNc2c(N3CCCC3)c(=O)c2=O)CC1 (stereo not drawn) | 84 | -1.2 | 0 | -2 | 2 | 1 | 4 | 2 | -3
C=CCn1c(SCC(=O)c2c(C)[nH]c3ccccc23)nnc1-c1ccncc1 | 108 | 1.9 | -2 | -9 | 0 | -34 | -2 | -8 | -3
CCOC(=O)c1[nH]c(C)c(C(=O)Nc2ccc(Cl)cc2)c1C | 85 | 4.1 | -5 | -2 | 0 | -12 | 0 | -1 | -1
O=C(c1cc2cc(F)ccc2[nH]1)N1CCN(Cc2ccc3c(c2)OCO3)CC1 | 97 | 0.9 | 2 | -2 | -1 | 36 | -7 | 0 | 2
COc1ccc(Cl)cc1NS(=O)(=O)c1cccc2cccnc12 | 93 | 3.8 | -2 | -10 | -5 | -7 | 2 | 0 | 2

# In the list so far, these contain fluorine:
Compound | CR mimetic SO | PP5 inh | HCV core dimer | ZTA counter | Fh CTSL1 inh | JMJD2C inh | EBNA-1 inh | TPT1 inh | PP1 inh
Cc1ccc2nc(SCC(=O)Nc3ccc(F)cc3F)[nH]c2c1 | 88 | 7.6 | -10 | -26 | -1 | 4 | 5 | 5 | 0
COC(=O)CNC(=O)COC(=O)c1cc(F)c(F)cc1Cl | 99 | 2.9 | -8 | -8 | -3 | -1 | 5 | -1 | 1
O=C(c1cc2cc(F)ccc2[nH]1)N1CCN(Cc2ccc3c(c2)OCO3)CC1 | 97 | 0.9 | 2 | -2 | -1 | 36 | -7 | 0 | 2

# Bioassay records as filed in PubChem BioAssay.
